Screening results: PubChem, National Center for Advancing Translational Sciences (NCATS)
ERK EGF inh – blocks ERK signaling stimulated by EGF; HEK293-V1b, EGF-stimulated phospho-ERK AlphaScreen; Potency, µM (doses to about 11.5 µM), inactives show top-dose activity change, negative = inhibition, usual class: inhibitors; actives 0.41% (n = 130,000); active means well fitted inhibition curve with a large enough effect; inconclusive means small, poorly fitted or top-dose-only effect, or effect the other way;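 further: plate controls were stimulated vehicle wells for no effect and unstimulated vehicle basal for full effect; nearly all actives have a fitted effect of over 55% in size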
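After overnight plating in 1% FBS, HEK293-V1b cells received test compound for half an hour, then a 5 min pulse of EGF (25 nM); ERK phosphorylation in lysates was read by bead-based AlphaScreen.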
Active calls of the source: *; ? = inconclusive; & = joins results of further samples; [ ] = remark or other dose. Potency means the concentration at half of the fitted maximal effect.

compound,ERK EGF inh
O=[N+]([O-])c1ccc(O)c(/C=N/Nc2nn[nH]n2)c1,3%
COc1cc2c(cc1OC)-c1cc3ccc4c(c3c[n+]1CC2)OCO4,-6%
O=C(CCNC(=O)c1ccco1)Nc1cccc(Br)c1,-3%
CCS(=O)(=O)N1CCC(C(=O)Nc2cc([N+](=O)[O-])ccc2C)CC1,-10%[57.5 µM]
O=C(CSc1ncn[nH]1)Nc1ncc(C(F)(F)F)cc1Cl,2%
Cc1cccc(C)c1NC(=O)C1(N(C(=O)c2ccccn2)c2ccc(O)cc2)CCCCC1,-1%
COc1cccc2cccc(/C=N/n3cnnc3)c12,-6%
Oc1ccc(-c2n[nH]c(C(F)(F)F)c2-c2ccccc2)c(O)c1,-10%[57.5 µM]
COc1cc2c3nnc(-c4ccc(F)cc4)c-3cn(Cc3ccccc3F)c2cc1OC,2%
COc1ccc2c(c1)CC/C(=C/c1ccco1)C2=O,5%
COCCn1c(-c2ccccc2Cl)nc2c(c(=O)c3ccccc3n2C)c1=O,-1%
COCCn1c(=S)[nH]c2cc(C(=O)N3CCc4ccccc4C3)ccc2c1=O,0%
Cc1cc(C)n(CC(=O)N/N=C/c2c[nH]c3ccccc23)n1,-4%[57.5 µM]
CCCOc1cccc(C(=O)N(Cc2ccco2)C2CCS(=O)(=O)C2)c1 (stereo not drawn),-4%
C=COCCNC(=O)Nc1ccc(Cl)c(Cl)c1,12%
Cc1ccc(NC(=O)CSc2nnc(C)c(=O)n2N)cc1,8%
COc1ccc(C(=O)N2CCC3(CC2)CCN(c2ncccn2)CC3)cc1,12%
CCn1cc(C(=O)O)c(=O)c2cc(F)c(N3CCN(S(=O)(=O)c4ccc5c(c4)OCCO5)CC3)cc21,11%
CCOC(=O)c1c(N)nn(C(=O)c2ccccc2)c1-c1ccccc1,-1%
Cc1nn(Cc2ccc([N+](=O)[O-])cc2)c(=O)n1-c1ccc(Cl)cc1,5%
Cc1c(-c2ccccn2)c(=O)[nH]n1-c1ccc(F)cc1,1%
O=c1c(Cc2c(F)cccc2Cl)c(O)ccn1CCCn1ccnc1,2%
CC(=O)C(=Cc1ccc(O)cc1)C(C)=O,-6%[57.5 µM]
CS(=O)(=O)n1nc(C(=O)N2CCOCC2)nc1N,10%

As a short view, five of the compounds above:
compound,ERK EGF inh
Cc1nn(Cc2ccc([N+](=O)[O-])cc2)c(=O)n1-c1ccc(Cl)cc1,5%
Cc1c(-c2ccccn2)c(=O)[nH]n1-c1ccc(F)cc1,1%
O=c1c(Cc2c(F)cccc2Cl)c(O)ccn1CCCn1ccnc1,2%
CC(=O)C(=Cc1ccc(O)cc1)C(C)=O,-6%[57.5 µM]
CS(=O)(=O)n1nc(C(=O)N2CCOCC2)nc1N,10%

Carrying on.
compound,ERK EGF inh
C/C(=N\NC(=O)c1ccc(NS(=O)(=O)c2cccs2)cc1)c1ccncc1,13%
COc1ccc2[nH]c3c(=O)n(CCCCC(=O)NCCC(C)C)c(=S)[nH]c3c2c1,-4%
Cc1nc2cnc(N3CCNCC3)nc2n(CCC#N)c1=O,-1%
O=C1CCC(=O)N1c1ccc(S(=O)(=O)N2CCCC2)cc1,-5%
Cc1cc([N+](=O)[O-])ccc1NC(=O)Nc1ccc(F)cc1F,-8%
COCCC1CCCCN1Cc1cn(-c2ccccc2)nc1-c1ccc2c(c1)OCO2 (stereo not drawn),3%
CCOP(=O)(OCC)c1nc(-c2cccc3ccccc23)oc1NCCc1ccc(OC)cc1,-2%
O=C(c1cc2cc([N+](=O)[O-])ccc2oc1=O)N1CCOCC1,-2%
COc1ccc(CCN2C(=O)CS/C2=N\NC(=O)c2ccc(C(C)(C)C)cc2)cc1OC,-7%
COC(=O)c1cc(C(=O)Nc2nnc(CC(C)(C)C)s2)cc([N+](=O)[O-])c1,0%
CCOC(=O)c1[nH]c2ccccc2c1NC(=S)Nc1cc(C)ccc1C,-22%
Cc1cc(Cl)ccc1OCC(=O)N1CCN(c2ncccn2)CC1,-2%
Cc1c(C(C)C)c(=O)n(-c2ccc(S(=O)(=O)NC3CCCCC3)cc2)n1C,0%[57.5 µM]
COc1cc(CC(=O)O)ccc1OCc1ccccc1,10%[57.5 µM]
Nn1c(SCC(=O)NC2CCCCC2)nnc1-c1ccc(Cl)cc1,7%
COC(=O)c1c(NC(NC(=O)CC(C)C)C(Cl)(Cl)Cl)sc2c1CCC2 (stereo not drawn),2%
COC(=O)CCCNC(=O)c1ccccn1,0%
CCCC(=O)NC(=S)Nc1cccc(-c2nc3ncccc3o2)c1,0%
Oc1ccccc1/C=N/Nc1ncc(Br)cn1,3%
CC(=O)OCC(=O)C1CCC2C3CC=C4CC(O)CC[C@@]4(C)C3CC[C@]12C (stereo partly drawn),-14%
CC(C)COc1ccc(N)cc1OCC(C)C,-5%[57.5 µM]
CNC(=S)NNC(=O)c1ccccc1Br,-4%
Cn1c(=O)[nH]c(=O)c2c1nc(NCCCO)n2CCOc1ccccc1,5%
CCN1CCCn2c1nc1c2c(=O)n(C)c(=O)n1C,1%
CC(=O)OC[C@H]1COc2ccc3ccccc3c2[C@H]1N(C)C(C)=O,4%
COc1ccccc1-c1nnc(N)s1,-1%
CCN=c1scc(C)n1/N=C/c1cc(Br)c(O)c(Br)c1,?
O=C(NN=C1CCCCCC1)C(=O)Nc1cccc(Br)c1,6%
COc1ccc(COC(=O)Nc2c(SC)nsc2SC)cc1,0%
Cc1nn(C)c(C(=O)NNC(=O)Nc2cccc(C(F)(F)F)c2)c1Cl,-9%
Cc1ccc(-n2nnc3c(=O)n(Cc4ccccn4)cnc32)cc1C,?
CNC(=S)N/N=C/c1cn(Cc2c(F)cccc2Cl)c2ccccc12,5%
CC(=O)c1c(O)c(C)c(O)c2c1OC1=CC(=O)C(C(C)=O)C(=O)C12C (stereo not drawn),24%
CCCc1nnc(NC(=O)C(C)N2C(=O)C3C4C=CC(C4)C3C2=O)s1 (stereo not drawn),-10%
COc1ccccc1N(CC(O)Cn1ccnc1C)S(=O)(=O)c1ccc(C)cc1 (stereo not drawn),5%
NC(=O)CSc1nc(-c2ccccc2)nc2c1CCCC2,-1%
CCOc1cc(Cl)c(NC(=O)CC)cc1OCC,0%
Cn1c(CC(=O)Nc2ccc(F)cc2)c(Sc2ccccc2)c2ccccc21,1%
COc1ccccc1OCCCOc1ccc(C)cc1Br,-3%
COCC1CCCN(Cc2nc(-c3ccc4c(c3)OCO4)no2)C1 (stereo not drawn),2%

The list goes on.
structure | ERK EGF inh
OC1(c2ccc3c(c2)OCO3)CCN(Cc2ccc(F)cc2)CC1 | -5%[57.5 µM]
Cc1cccc2c(=O)c(C(=O)NCCCN3CCOCC3)c[nH]c12 | 1%
COc1ccc(OC)c(/C=C/C(=O)OCC(=O)Nc2cccc(Oc3ccccc3)c2)c1 | 0%
CC(C)=N/N=C1/NC(=O)C(CC(=O)Nc2cc(Cl)ccc2C)S1 (stereo not drawn) | -7%
COc1ccc(NC(=O)c2sc(Cl)nc2-c2ccccc2)cc1 | 6%
CCOC(=O)c1csc(-c2ccc([N+](=O)[O-])cc2)n1 | 12%
C=CCCCCCCCCCCC/C=C/C(O)COC(C)=O (stereo not drawn) | 26%
OC(COc1ccc(-c2ccccc2)cc1)CN1CCOCC1 (stereo not drawn) | 3%
O=C1CCC=C1C(O)c1ccc(Cl)cc1 (stereo not drawn) | -8%
CC(=O)COc1cc(C)cc2oc(=O)cc(-c3ccccc3)c12 | -9%
COC(=O)Nc1ccc(S(=O)(=O)N2CCCCCC2)cc1 | 6%
Clc1cccc(Cl)c1/C=N/Nc1c(Cl)cncc1Cl | -7%[57.5 µM]
COc1cccc(C(=O)c2ncc(C(F)(F)F)cc2Cl)c1 | 3%
O=C1Nc2ccc(Br)cc2C1=Nc1cccnc1 | 3%[57.5 µM]
Cc1cc(N2CCN(C)CC2)nc(-c2ccccc2O)n1 | -11%[57.5 µM]
Cc1ccc(C(c2nnnn2CS(=O)(=O)c2ccc(C)cc2)N2CCN(c3ncccn3)CC2)cc1 (stereo not drawn) | 2%
C#CC(=O)N(c1ccc(OC)cc1OC)C(C(=O)NC1CCCC1)c1cccs1 (stereo not drawn) | -8%
C=CCN1C(=O)C(CC(=O)O)SC1=Nc1ccc(C)cc1 (stereo not drawn) | 8%
O=C(Nc1ccc(Cl)cc1)Nc1nnc(Cc2ccc([N+](=O)[O-])cc2)s1 | -8%
CCCCC1=CC2=CC(=O)C(C)(OC(=O)CC)C(=O)C2=CN1CCc1c[nH]c2ccccc12 (stereo not drawn) | 13%[57.5 µM]
Cc1oc(-c2cccs2)nc1CN1CCN(C2CCCC2)C(CCO)C1 (stereo not drawn) | -4%
O=C(COC(=O)CNC(=O)c1ccco1)Nc1ccc(F)cc1 | -5%
CCOC(=O)c1c(NC(=O)CN2C(=O)c3ccccc3C2=O)sc(Cc2ccc3c(c2)OCO3)c1C | -14%
Cc1noc(NC(=O)c2ccc(Cl)cc2)c1Cl | 1%
CC(C)CNC(=O)CN1C(=O)NC(Cc2c[nH]c3ccccc23)C1=O (stereo not drawn) | -13%
O=C(O)C1CCC1C(=O)Nc1nc(-c2ccc(Cl)s2)cs1 (stereo not drawn) | -10%[57.5 µM]
C/C(N)=C(/C#N)C(=O)CSc1cc(C)c2cc(C)cc(C)c2n1 | -10%
C/C(=N\NC(=O)CSc1nc2ccccc2c(=O)n1-c1ccccc1C)c1cccs1 | 5%
Nc1cc(S(=O)(=O)N2CCOCC2)ccc1Oc1ccc(F)cc1 | ?
Cn1cccc1/C=C1\SC(=O)N(CC(=O)Nc2ccc(F)cc2)C1=O | -2%

A draw from above in order of length of the SMILES, lowest first.
structure | ERK EGF inh
O=C(COC(=O)CNC(=O)c1ccco1)Nc1ccc(F)cc1 | -5%
O=C(O)C1CCC1C(=O)Nc1nc(-c2ccc(Cl)s2)cs1 (stereo not drawn) | -10%[57.5 µM]
CC(=O)COc1cc(C)cc2oc(=O)cc(-c3ccccc3)c12 | -9%
CC(C)=N/N=C1/NC(=O)C(CC(=O)Nc2cc(Cl)ccc2C)S1 (stereo not drawn) | -7%
O=C(Nc1ccc(Cl)cc1)Nc1nnc(Cc2ccc([N+](=O)[O-])cc2)s1 | -8%

(next part)
structure | ERK EGF inh
CC(=O)/C=C(\C)Nc1c(C)n(C)n(-c2ccccc2)c1=O | 2%
CCOC(=O)N1CCN(c2nc3ccc(C(=O)c4ccccc4)cc3n3cnnc23)CC1 | 2%[57.5 µM]
Cc1ccc(C)c(-n2c(-c3csc(C)c3C)n[nH]c2=S)c1 | 7%
Cc1cc(OCc2cccc(Cl)c2)c(C)cc1CN1CCOCC1 | -5%
COCCNC(=O)c1ccc(NC(=O)C2(c3ccccc3)CCCC2)cc1 | -9%
CC1=CC(c2ccccc2)NC(=S)N1 (stereo not drawn) | -1%
COc1ccc(-c2[nH]ncc2CN(C)Cc2c(C)n[nH]c2C)c(OC)c1 | -4%
COc1cc2[nH]c(=S)nc(NCc3cccs3)c2cc1OC | -9%
O=C(COC(=O)c1ccc(S(=O)(=O)N2CCCC2)cc1)Nc1cccnc1Cl | 5%
CCOc1ccc(Oc2ccc(C(F)(F)F)cc2N)cc1 | 6%
COc1ccc(NC(=O)C(NC(=O)Cc2cccs2)c2ccccc2)cc1 (stereo not drawn) | 6%
Cc1cnc(C(=O)N2CCCC(C(=O)c3ccc(C(F)(F)F)cc3)C2)cn1 (stereo not drawn) | 12%
CCN(CC)c1ccc(/C=N/NS(=O)(=O)c2cccc([N+](=O)[O-])c2)cc1 | 8%
NS(=O)(=O)c1ccc(CCN=Cc2ccccc2O)cc1 | 4%
O=C(Cc1ccc([N+](=O)[O-])cc1)N1CCCc2ccccc21 | -2%
CCc1cc(OCCOCCN(C)C)ccc1Cl | 5%
CN(C)c1nc(-c2ccoc2)nc2ccccc12 | 27%
Cc1cccc(N/N=C/c2ccc(O)c(O)c2O)c1 | -16%[57.5 µM]
O=C(OCc1cc2ccccc2[nH]c1=O)c1cccc([N+](=O)[O-])c1 | 0%[57.5 µM]
COC(=O)c1sc(=S)n(Cc2ccccc2)c1C | 13%[57.5 µM]
CCOC(=O)C1(CCc2ccccc2)CCN(C(=O)CCc2cnn(C)c2)CC1 | 1%[57.5 µM]
Cc1ccc(C)c(NC(=O)CN(C)C(=O)[C@@H](NC(N)=O)C(C)C)c1 | 8%
C/C(=N\NC(=O)CCC(=O)O)c1c(-c2ccccc2)c2cc(Br)ccc2[nH]c1=O | 0%[57.5 µM]
CCOc1ccc(NC(=S)NNC(=S)Nc2cccc(C(F)(F)F)c2)cc1 | -6%[57.5 µM]
CCC(C)NC(=O)COC(=O)Cc1sc(N)nc1-c1ccc(C)cc1 (stereo not drawn) | 2%
CN(C)/C=C1\C(=O)NN=C1c1ccccc1 | 6%
COc1ccccc1-c1ccc2ncnc(NCc3cccnc3)c2c1 | 66%
O=[N+]([O-])c1ccc(N2CCNCC2)cc1Sc1nc2ccccc2[nH]1 | 7%
Cc1cc(CNC(=O)Cn2nc(C)c([N+](=O)[O-])c2C)c2ccccc2n1 | -6%
COC(=O)[C@@]1(Cc2ccc(OC)cc2)[C@H]2c3cc(C(=O)N(C)C)n(CCc4ccc(O)c(OC)c4)c3C[C@H]2CN1C(=O)c1ccccc1 | 0%
Cc1cc(=O)cc2oc3cc(N)c(-c4c(C)cc(O)cc4O)c(C)c3nc1-2 | 2%
N/C(=N\OC(=O)C12CC3CC(CC(C3)C1)C2)c1ccccn1 | 0%
Cc1cccc(NC(=O)CSc2nc3[nH]ncc3c(=O)[nH]2)c1C | -1%
O=C(O)c1cccc2c1C(=O)c1cccc3snc-2c13 | -11%[57.5 µM]
Cc1cccc(N2CCN(C(=O)CSc3ccsc3[N+](=O)[O-])CC2C)c1 (stereo not drawn) | -2%
NCCCCC(=O)O | 10%&4%
Cc1nc2ccccn2c1C(=O)N/N=C/c1ccc2c(c1)OCO2 | 5%

A portion of the library (hit frequency here may not be typical).
